# Screening results: PubChem, Broad Institute
# miR-122 sensor: miR-122 Renilla sensor signal increase in Huh7, primary screen, miR-122 inhibitor project, cell-based, single point, plate reader; actives 0.3% (n = 340,000); activation (reporter increase), % at 12.5 µM; Huh7 miR-122 Renilla luciferase sensor, 48 h; neutral wells = 0, positive control = 100;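 active = mean replicate activation score at least 90 and every replicate individually at or above 90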;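 note: higher luciferase means less miR-122 activity so hits act as miR-122 inhibitors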
# C2C12 statin: suppressors of statin myotoxicity in C2C12 myotubes, primary screen, cell-based, single point, plate reader. C2C12 myotubes + simvastatin, ATP luminescence, 48 h; scaled: DMSO 0, geranylgeraniol control 100. rescue of ATP level, % at 7.49 µM. actives 0.78% (n = 330,000);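 active = mean ATP rescue above about 67%, or every replicate alone reaching that limit, limit read from the data, passing the limit was not always enough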;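 note: myotubes were challenged with 10 µM simvastatin during compound exposure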
# PglD DTNB: C. jejuni PglD acetyltransferase inhibitors, primary screen, biochemical, DTNB colorimetric, single point; purified PglD enzyme, DTNB colorimetric CoA detection; inhibition, % at 12.5 µM; actives 0.098% (n = 360,000); in the data active = inhibition above about 16%, passing the limit was not always enough; note: strong numbers were not always called active
# PGC1a acetyl inh: inhibitors of PGC1a acetylation signal, primary screen, cell-based, U2OS, AlphaScreen, inhibitor mode; actives 0.17% (n = 350,000); inhibition, % at 15.6 µM; AlphaScreen anti-acetyl-lysine; with virally co-expressed GCN5 acetyltransferase;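 active = every replicate shows inhibition of at least 40%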;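 note: 0% = neutral control wells and 100% = positive control wells; some results beyond the cut were filed as inactive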
# INS-1E GSIS act: GLuc luminescence reporter in INS-1E cells, primary screen for activators of glucose-dependent secretion of insulin; INS-1E GLuc reporter insulin secretion, 2-3 h; activation, % at 16.6 µM; actives 0.61% (n = 370,000); AID 743287, 2014;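 active = lowest replicate activation of at least 40%, so every replicate reaches that level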;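 note: 0% = median of neutral control wells and 100% = median of IBMX positive control wells; some compounds called inactive have numbers as strong as hits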
# Cneo AK release: Cryptococcus neoformans cell lysis inducers, primary screen, AK release luminescence, single concentration; C. neoformans lysis, adenylate kinase release luminescence, 4 h; normalised: neutral wells 0, clomiphene wells 100; actives 0.2% (n = 360,000); lysis activity, % at 15 µM;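 active = mean lysis activity across replicates of at least 80%, whatever share of replicates individually reach that level; inactive = mean lysis activity below 80%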
#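 Material: C. neoformans cells; Schedule: 4 h static compound exposure, 37 °C, read 1 h post-reagent; Measured by: adenylate kinase release luminescence; Read-out: signal increase indicating cell lysis; Controls: Clomiphene as positive lysis control.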
# FN deposit inh: inhibitors of fibronectin matrix deposition, primary screen, AH1F cells, Alexa488-fibronectin fluorescence, plate reader; inhibition, % at 12.6 µM; AID 743247, 2014; actives 0.086% (n = 350,000); AH1F fibroblasts, overnight;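 active = mean inhibition across replicates of 30% or more, regardless of how many single replicates reach that level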;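 note: positive control wells lacked labelled fibronectin entirely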
#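 Material: AH1F fibroblasts assembling fluorescent fibronectin matrix; amount: 10000 AH1F cells/well; medium: DMEM, 2% serum; reagent: Alexa488-fibronectin, 24 nM final in well; dosing: single compound dose, delivered by pin transfer; incubation: 1 h adhesion, overnight exposure; detection: fluorescence after three HBSS washes, excitation 485 nm, emission 525 nm; measure: fibronectin deposition inhibition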
# F508del corr: F508del CFTR correction, initial screen, CFBE line, single point; actives 0.36% (n = 350,000); activity (quench increase), % at 7.58 µM; CFBE cells, YFP halide quenching; stimulated with forskolin plus potentiator P3; % fluorescence drop versus neutral controls;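 active = mean added fluorescence quench of at least 8% versus neutral control, with both replicates also reaching 8%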;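 note: cells transiently co-express mutant CFTR-F508del with the halide-sensitive YFP; corrector assay measuring rescue of mutant channel to the surface after 24 h compound exposure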
# Active calls of the source: *; x = no result given; & = joins results of further samples; [ ] = another dose, or the depositor's remark.
SMILES	miR-122 sensor	C2C12 statin	PglD DTNB	PGC1a acetyl inh	INS-1E GSIS act	Cneo AK release	FN deposit inh	F508del corr
C[C@@H]1CN([C@H](C)CO)C(=O)c2cc(C#CCN(C)C)cnc2O[C@@H]1CN(C)Cc1cccc(F)c1	-6[16.7 µM]	-7	3	4	7	-2	-9	-0.8
CC(C)Sc1nc2ccccc2c(=O)[nH]1	-1	-47	3	x	x	-3	-6	x
Cc1ccnc(SCC(=O)N2CCN(c3ccccc3)CC2)n1	2	3	-4	1	x	4	5	x
Cc1ccc(C(=O)COC(=O)CCc2ccc(S(=O)(=O)N3CCCCC3)cc2)cc1	-5	x	9	4	3	0	7	x
O=C(C[C@@H]1C[C@@H]2c3cc(NC(=O)C4CCC4)ccc3O[C@@H]2[C@@H](CO)O1)NCc1ccc(Cl)cc1	8	-15	0	-12&-9	-16&6	2	-4	-3.9&1.0
CCOc1ccc(-c2c(C(=O)N/N=C/c3c[nH]c4ccccc34)nnn2-c2nonc2N)cc1	4	0	-1	3	-5	3	-9	0.3
C[C@H](CO)N1C[C@H](C)[C@@H](CN(C)C(=O)NC2CCCCC2)OCCCC[C@H](C)Oc2ccc(NC(=O)Nc3ccccc3)cc2C1=O	3[16.7 µM]	x	-4	-2	-11	-1	5	-3.7
C[C@@H]1CN([C@@H](C)CO)C(=O)c2cc(NS(=O)(=O)c3ccccc3)ccc2O[C@@H]1CN(C)C	0[16.7 µM]	-21	12	4	12	-7	0	-1.1
O=C(NCCOc1ccccc1)c1cccc2c1C(=O)c1ccc(Cl)cc1S2(=O)=O	0	2	-2	10	-28	1	9	-4.0
O=C(NC1=NCCS1)c1sc2ccccc2c1Cl	3	-5	0	8	0	-7	x	2.8
COc1ccc(NC(=O)N(C)C[C@@H]2Oc3c(NC(=O)c4cc(C)nn4C)cccc3C(=O)N([C@H](C)CO)C[C@H]2C)cc1	9[16.7 µM]	-8	-5	1	24	-6	x	-1.4
COc1ccc(NC(=O)Nc2ccc3c(c2)CC(=O)N([C@H](C)CO)C[C@@H](C)[C@H](CN(C)C(=O)Nc2ccc(F)cc2)O3)cc1	3[16.7 µM]	19	16	4	5	-1	x	-5.2
O=C(c1cccn2c(=O)c3ccccc3nc12)N1CCN(c2ccccn2)CC1	2	7	x	-2	2	x	-5	x
COc1ccc2c3c([nH]c2c1)[C@H](CO)NCC31CCN(C(=O)Cc2cccnc2)CC1	x	x	x	13	2	x	-19	-0.8
CCn1cc(C(=O)NCCCOC(C)C)c(=O)c2cc(S(=O)(=O)N3CCC(C)CC3)ccc21	1	-8	-6	-10	21	4	-2	-0.5
COc1ccc(S(=O)(=O)N2CCCCCC2)cc1NC(=O)CN1C(=O)CNC1=O	0	-9	9	-6	x	3	2	0.1
CCCOC(=O)C1=C(C)N(C)C(=O)NC1c1cc2c(cc1[N+](=O)[O-])OCO2 (stereo not given)	-8	5	-3	0	4	-2	13	1.6
O=C(COC(=O)[C@@H]1CCCN1C(=O)c1cccs1)Nc1cccc([N+](=O)[O-])c1	-3	-1	-4	10	-18	1	8	-4.5
CCN(C[C@@H]1[C@H](c2ccccc2)[C@@H](CO)N1CC1CC1)C(=O)c1ccccn1	-7[16.7 µM]	12	-2	-26	3	-3	-12	-0.4
CCCCNC(=O)C1CCN(Cc2ccc(OCc3ccccc3)c(OC)c2)CC1	-2	13	0	x	-10	1	9	1.1
CCOC(=O)c1c(NC(=O)c2cc3n(n2)C(C(F)(F)F)CC(c2cccs2)N3)sc(C)c1C (stereo not given)	-23	x	-4	x	5	0	x	x
Cc1ccc(S(=O)(=O)Nc2ccc3c(c2)C(=O)N([C@H](C)CO)C[C@@H](C)[C@H](CN(C)S(C)(=O)=O)OCCCC[C@@H](C)O3)cc1	-2[16.7 µM]	x	-1	-9	-22	-1	2	-1.3
O=C1O[C@@H](c2ccccc2)[C@@H](c2ccccc2)N2[C@@H](c3ccc(OCCO)cc3)[C@]3(C(=O)Nc4ccc(C#CCCO)cc43)[C@@H](C(=O)N3CCN(c4ncccn4)CC3)[C@H]12	x	x	2	4	x	12	x	-1.3
Cc1nn(-c2ccccc2)c(Cl)c1C(=O)OCC(=O)NCCc1ccccc1	6	14	4	-5	-10	-2	0	1.0
Cc1ncsc1CCOC(=O)c1cccnc1	1	3	-1	4	-4	1	x	-1.0
COc1cccc(-n2nc(C(=O)N3CC(C)CC(C)C3)c3ccccc3c2=O)c1 (stereo not given)	10	-11	-1	2	x	-7	1	x
CN1C(=O)c2cc(NC(=O)C3CC3)ccc2OC[C@H]2O[C@@H](CC(=O)NCCc3ccncc3)CC[C@@H]21	7[16.7 µM]	-9	0	2	7	-3	-7	0.4
O=C(COC(=O)c1ccc[n+]([O-])c1)Nc1ccc([N+](=O)[O-])cc1Cl	-8	1	-4	3	x	-1	-10	2.6
CCN(C[C@H]1N[C@@](C)(C(=O)OC)[C@H]2C(=O)N(Cc3ccccc3)C(=O)[C@@H]12)S(=O)(=O)c1ccc(OC)cc1	x	8	2	x	3	2	-5	3.0
C[C@H](NS(=O)(=O)c1ccc(Cl)cc1)C(=O)OCC(=O)c1ccc[nH]1	1	6	1	-5	x	0	-1	-0.8
CN(CC(=O)Nc1ccccc1C(=O)Nc1ccccc1)C1CCCCC1	-9	17	-3	1	0	-1	-6	-2.7
CCOC(=O)c1cc2c(C)n(-c3ccc(C)cc3)c(C)c2ccc1=O	-35	2	-1	4	x	2	x	x
CCCN(C)C[C@@H]1Oc2cc(C#C[C@@H](C)O)ccc2S(=O)(=O)N([C@H](C)CO)C[C@@H]1C	-2[16.7 µM]	-10	1	-7	-2	3	x	0.1
Cc1ccc2nc(C3CCCCC3)c(Cc3ccccc3)n2c1	1	-12	-4	-16	-16	11	1	3.0
COCC(=O)N1C[C@H]2CON(C)[C@H]2C[C@H]1c1cccc(-c2ccccc2OC)c1	-5	4	3	11	15	-4	x	-1.4
O=C(NCc1ccc(F)c(F)c1)C1CCC(=O)N(CC2CCCCC2)C1 (stereo not given)	-3	9	-4	-2	-8	-1	-3	0.7
C[C@@H]1CN([C@H](C)CO)C(=O)c2cc(C3=CCCCC3)cnc2O[C@@H]1CN(C)C(=O)Cc1cccnc1	14[16.7 µM]	-14	6	-1	5	-1	1	0.6
COc1ccc(C2=C(Nc3ccc(C)cc3)c3ccccc3C2=O)cc1	6	-15	x	x	12	x	6	x
CCOC(=O)c1c(C(=O)OCC)c(C)n(N2C(=O)CSC2=S)c1C	7	6	1	9	-6	2	x	x
O=C(O)Cn1ccnc1	-7	x	10	-8	x	1	4	x
COc1cccc(C(=O)N(Cc2cc3cc(C)ccc3[nH]c2=O)CC2CCCO2)c1 (stereo not given)	8	x	0	x	x	-4	-4	x
COc1ccc(-c2nc(S(=O)(=O)c3ccc(C)cc3)c(N3CCCC3)o2)cc1	-10	1	7	6	18	2	x	x
O=C(N/C=C/c1ccc(Cl)cc1)NCc1ccc(Cl)cc1	-5	35	-4	4	x	5	x	x
COCC#Cc1ccc2c(c1)O[C@H](CN(C)S(C)(=O)=O)[C@H](C)CN([C@H](C)CO)S2(=O)=O	7[16.7 µM]	-11	1	3	19	-1	6	-0.4
C[C@H]1CN([C@@H](C)CO)C(=O)c2cccc(NC(=O)Nc3ccc(C(F)(F)F)cc3)c2O[C@H]1CN(C)C(=O)Nc1ccc2c(c1)OCO2	-4[16.7 µM]	-2	0	9	-23	24	x	3.0
O=C(c1ccccc1)N1CC[C@@H]2[C@H](CO)Nc3ccc(C#Cc4cccnc4)cc3[C@@H]21	-9[16.7 µM]	-34	1	-6	-5	-5	-3	-1.7
Cc1ccc2cc(S(=O)(=O)NCCCC(=O)O)ccc2c1	-5	3	-1	-3	x	-1	x	x
Cc1ccc(NC(=O)CCCC(=O)OC(C)C(=O)c2ccccc2)cc1 (stereo not given)	-3	2	1	-4	-10	0	-5	-1.5
Cc1ccc2occ(/C=N/NC(=O)c3ccc(Cl)cc3)c(=O)c2c1	-6	x	2	2	26	1	7	0.9
CN1CCN(S(=O)(=O)c2cccc(C(=O)Nc3cccc(S(N)(=O)=O)c3)c2)CC1	-3	-55	1	-8	16	2	0	-0.6

# 6 entries already listed, ordered by the number in INS-1E GSIS act, descending.
mol | miR-122 sensor | PglD DTNB | PGC1a acetyl inh | INS-1E GSIS act | F508del corr
Cc1ccc2occ(/C=N/NC(=O)c3ccc(Cl)cc3)c(=O)c2c1 | -6 | 2 | 2 | 26 | 0.9
CN1CCN(S(=O)(=O)c2cccc(C(=O)Nc3cccc(S(N)(=O)=O)c3)c2)CC1 | -3 | 1 | -8 | 16 | -0.6
COc1ccc2c3c([nH]c2c1)[C@H](CO)NCC31CCN(C(=O)Cc2cccnc2)CC1 | x | x | 13 | 2 | -0.8
Cc1ncsc1CCOC(=O)c1cccnc1 | 1 | -1 | 4 | -4 | -1.0
Cc1ccc(S(=O)(=O)Nc2ccc3c(c2)C(=O)N([C@H](C)CO)C[C@@H](C)[C@H](CN(C)S(C)(=O)=O)OCCCC[C@@H](C)O3)cc1 | -2[16.7 µM] | -1 | -9 | -22 | -1.3
C[C@H]1CN([C@@H](C)CO)C(=O)c2cccc(NC(=O)Nc3ccc(C(F)(F)F)cc3)c2O[C@H]1CN(C)C(=O)Nc1ccc2c(c1)OCO2 | -4[16.7 µM] | 0 | 9 | -23 | 3.0

# Continued.
SMILES	miR-122 sensor	C2C12 statin	PglD DTNB	PGC1a acetyl inh	INS-1E GSIS act	Cneo AK release	FN deposit inh	F508del corr
CC(C)(C)c1ccc(/C=C(\c2nc3ccccc3[nH]2)S(=O)(=O)c2ccccc2)cc1	-3	41	0	-16	x	-2	x	x
Cc1cc(NS(=O)(=O)c2ccc(NC(=O)COc3ccccc3C(C)C)cc2)no1	0	0	x	5	29	-2	10	0.4
CCCN(CCC)CCNC(=O)C1CCN(Cc2nc(-c3ccc(Cl)cc3)oc2C)CC1	-3	-55	-1	-24	x	-1	-4	x
CCCN(C)C[C@H]1OCc2cnnn2CCCC(=O)N([C@H](C)CO)C[C@H]1C	-1[16.7 µM]	-8	6	-6	0	-2	3	1.3
COc1ccc(-c2cc3c(c4c2ccn4C)C2CCC3O2)cn1 (stereo not given)	1	-3	7	3	2	0	13	1.2
Cc1ccc(NC(=O)C2CCCN2C(=O)OCc2ccccc2)cc1C (stereo not given)	0	14	8	7	-38	1	x	-2.0
C=CCN(CC=C)C(=O)c1ccc(OC2CCN(C(C)=O)CC2)c(OC)c1	0	-6	3	x	-5	-1	4	-0.1
CC(=O)c1cccc(NC(=O)CSC(=O)c2ccccc2)c1	-4	10	0	-2	-10	0	-2	x
CN(CC(=O)N1CCN(C2CCCCC2)CC1)S(=O)(=O)c1cccc2nsnc12	2	4	-3	x	-5	3	x	x
Cc1ccc(S(=O)(=O)N(C)C[C@H]2Oc3ccc(NC(=O)C4CCCCC4)cc3C(=O)N([C@@H](C)CO)C[C@@H]2C)cc1	-8[16.7 µM]	13	5	x	-26	-2	x	0.8

# In the list so far, these have a COOH group:
SMILES	miR-122 sensor	C2C12 statin	PglD DTNB	PGC1a acetyl inh	INS-1E GSIS act	Cneo AK release	FN deposit inh	F508del corr
O=C(O)Cn1ccnc1	-7	x	10	-8	x	1	4	x
Cc1ccc2cc(S(=O)(=O)NCCCC(=O)O)ccc2c1	-5	3	-1	-3	x	-1	x	x
